RGS7-Gao: RGS7-Galphao binding modulators, primary screen, biochemical, multiplexed bead flow cytometry; 220,000 compounds, 0.35% hits; binding response (% of control), % at 10 µM; actives lie on both sides; in the data active means binding response below about 49% or above about 150%; inconclusive means no clear call, values can overlap the other calls; inactive means in between;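 further: fluorescent Galphao held in activated GDP-AlF4 state binding bead-coupled RGS7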
Target sequence (P09471 whole entry, looked up): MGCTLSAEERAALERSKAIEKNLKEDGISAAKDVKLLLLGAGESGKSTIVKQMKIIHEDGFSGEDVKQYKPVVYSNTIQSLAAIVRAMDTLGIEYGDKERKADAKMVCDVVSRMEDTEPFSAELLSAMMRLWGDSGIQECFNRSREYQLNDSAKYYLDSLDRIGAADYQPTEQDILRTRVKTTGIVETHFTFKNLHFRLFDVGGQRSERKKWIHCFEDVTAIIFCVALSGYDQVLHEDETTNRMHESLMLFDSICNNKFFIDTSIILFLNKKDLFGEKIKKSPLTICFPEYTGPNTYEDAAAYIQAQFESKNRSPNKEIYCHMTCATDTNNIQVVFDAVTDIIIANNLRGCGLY
RGS4-Gao reg: modulators of RGS4 binding to Galphao, primary screen, biochemical, multiplexed bead flow cytometry; actives lie on both sides; binding response (% of control), % at 10 µM; 220,000 compounds, 0.33% hits; in the data active means binding response below about 49% or above about 150%; inactive means in between;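 further: fluorescent Galphao activated with aluminum fluoride binding bead-coupled RGS4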
Avidin bead fluor: green autofluorescence of compounds with avidin beads – biophysical, 488/530 nm, flow cytometry, artefact control, profiling panel; compound fluorescence 488/530 nm; stronger effect = higher value; fluorescence (KMESF) at 10 µM; 220,000 compounds, 0.38% hits; in the data active means fluorescence above about 47; further: inactives centre near 10
Numbers without * were called inactive; ? = inconclusive; · = not tested or not shown. Some of the compounds tested (hit frequency here may not be typical).

| SMILES | RGS4-Gao reg | Avidin bead fluor | RGS7-Gao |
| --- | --- | --- | --- |
| Cc1ccc(C(C)C)c(OCC(=O)N/N=C/c2ccc(S(=O)(=O)O)o2)c1 | 100 | 9 | ? |
| COc1ccc(C(=O)Nc2cccc(/C=C/c3nc4ccccc4c(=O)[nH]3)c2)cc1 | 100 | 8 | ? |
| O=C(O)c1ccc(N/N=C/c2cc3ccccc3nc2Cl)cc1 | 100 | 11 | ? |
| CCOC(=O)Cn1nc2sc3ccccc3n2c(=O)c1=O | 96 | 7 | ? |
| O=C(NNc1ccccc1)C(=O)NNS(=O)(=O)c1ccc(CCCl)cc1 | 89 | 8 | ? |
| COc1cc([N+](=O)[O-])cc(/C=N/NC(=O)Cn2nccc2C)c1O | 100 | 8 | ? |
| O=C(Nc1ccc2ccccc2c1)N1CCCN(CCOc2ccccc2)CC1 | 100 | 6 | ? |
| Cc1cc(C)c(NC(=O)CN2C(=O)NC(Cc3ccccc3)C2=O)c(C)c1 (configuration not stated) | 99 | 7 | ? |
| Cc1ccc(S(=O)(=O)N2CCCCC2)cc1C(=O)Nc1ccc(S(=O)(=O)Nc2ncccn2)cc1 | 107 | 7 | ? |
| CCN(CC)S(=O)(=O)c1cccc(NC2=NCCCCC2)c1 | 101 | 3 | ? |
| CN(C)c1ccc(NC(=O)Nc2csc3ccccc23)cc1 | 96 | 14 | ? |
| COCCCNC(=S)Nc1c(C)cc(C)cc1C | 107 | 8 | ? |
| CC(C)(C)NC(=S)NC1CC1 | 102 | 7 | ? |
| Cc1ccc(-c2nc(Nc3ccc(N4CCOCC4)cc3)c3ccccc3n2)cc1 | 102 | 8 | ? |
| O=C(Cn1cnc2cc([N+](=O)[O-])ccc2c1=O)NC(=O)NCc1ccccc1 | 103 | 7 | ? |
| CN(Cc1ccon1)Cc1cn(C)nc1-c1ccc(Oc2ccccc2)cc1 | 101 | 5 | ? |
| Cc1ccc(NC(=O)c2ccc3c(c2)S(=O)(=O)c2ccccc2C3=O)cc1S(=O)(=O)N1CCOCC1 | 106 | 8 | ? |
| O=C(O)CCCC(=O)Nc1ccc(Oc2ncnc3cc(Cl)ccc23)nc1 | 105 | 4 | ? |
| CCCCCCCCCCCCC(NC(C)=O)(C(=O)OCC)C(=O)OCC | 121 | 6 | ? |
| CS(=O)(=O)NCCSc1cc(C(F)(F)F)nc2ccccc12 | 99 | 9 | ? |
| COC(=O)CC1C(=O)NCCN1C(=O)c1sc2ccccc2c1Cl (configuration not stated) | 98 | 7 | ? |
| COc1c(NC(C)=O)c2ccccc2c2ccccc12 | 91 | 8 | ? |
| O=C(O)CSc1cc(NS(=O)(=O)c2cccc([N+](=O)[O-])c2)c2ccccc2c1O | 88 | 7 | ? |
| NC(N)=NC(N)=Nc1cccc2ccccc12 | 99 | 7 | ? |
| COc1cc(/C=N/NC(=O)NC2CCCCC2)ccc1O | 100 | 5 | ? |
| Cc1onc(-c2c(Cl)cccc2Cl)c1C(=O)NN1CCCCCC1 | 97 | 6 | ? |
| O=C(N/N=C/C1CC2C=CC1C2)c1ccccc1O (configuration not stated) | 98 | 7 | ? |
| O=C(N/N=C/c1ccccn1)c1cccc(S(=O)(=O)N2CCCC2)c1 | 97 | 13 | ? |
| Cc1ccc(SCc2cn3cc(Cl)ccc3n2)cc1 | 101 | 5 | ? |
| O=C(Nc1ccc(Oc2cccc(C(F)(F)F)c2)nc1)c1ccco1 | 96 | 7 | ? |
| CCS(=O)(=O)N1CCN(c2ccccc2)CC1 | 103 | 4 | ? |
| O=C1/C(=C/c2ccccn2)SC(=S)N1N1CCOCC1 | 97 | 8 | ? |
| Cc1ccc(N2C(=O)c3ccccc3C2C(=O)c2ccc(C)c(C)c2O)cc1 (configuration not stated) | 85 | 3 | ? |
| O=C(c1ccc(S(=O)(=O)N2CCCCC2)cc1)N(c1ccccn1)C1CCCCC1 | 100 | 5 | ? |
| COc1ccc(OCC(O)CNC(=O)c2c(-c3ccccc3)noc2C)cc1 (configuration not stated) | 94 | 6 | ? |
| CCn1c(O)c(/C=C2\C=NN=C2c2ccccc2)sc1=S | 102 | 6 | ? |
| Cc1ccccc1C1=Nn2c(nnc2-c2ccco2)SC1 | 99 | 9 | ? |
| FC(F)(F)c1nc(SCc2ccc(Cl)cc2Cl)n[nH]1 | 102 | 6 | ? |
| O=[N+]([O-])c1ccc(O)c(C=Nc2ccc3c(c2)OCO3)c1 | 98 | 7 | ? |
| CC(C)S(=O)(=O)c1csc(C(=O)NN)c1Cl | 100 | 7 | · |
| O=C(NC1CCN(C(=O)C2CCCCC2)CC1)c1ccccc1 | 97 | 6 | ? |
| O=C1COc2ccc(C(=O)COC(=O)COc3ccccc3[N+](=O)[O-])cc2N1 | 107 | 8 | ? |
| COc1cccc(/C=N/NC(=O)C(C)Cn2cnc3ccccc32)c1 (configuration not stated) | 99 | 6 | ? |
| O=C(Nn1cnnc1)c1ccc(Cl)c([N+](=O)[O-])c1 | 100 | 6 | ? |
| CCOC(=O)COc1nc(C)cc(C(F)(F)F)c1C#N | 95 | 6 | ? |
| O=S(=O)(c1ccccc1)N1CN(Cc2ccc(F)cc2)c2nc3ccccc3nc21 | 95 | 6 | ? |
| COc1ccc2c3c([nH]c2c1)C(C)N(C(C)=O)CC3 (configuration not stated) | 101 | 6 | ? |
| CC(C)CCc1noc(CN(CC2CCC2)CC2CCCO2)n1 (configuration not stated) | 103 | 7 | ? |
| O=S(=O)(c1ccc(Cl)cc1)N1CCCN(c2ccc(C(F)(F)F)cn2)CC1 | 86 | 5 | ? |
| O=C(N/N=C\c1cc(Br)c(Br)o1)C1COc2ccccc2O1 (configuration not stated) | 106 | 3 | ? |
| O=C(c1cc(COc2c(F)cccc2F)on1)N1CCSCC1 | 98 | 4 | ? |
| Cc1nc(SCC(N)=O)c(C#N)c(C)c1C | 97 | 6 | ? |
| CN(C)C(=O)c1ccc(OCC(F)(F)F)nc1 | 100 | 5 | ? |
| O=C(O)c1cccc(-n2cccc2/C=C2/NC(=O)N(c3cccc(Cl)c3)C2=O)c1 | 101 | 8 | ? |
| COc1ccc(CCn2c(-c3ccc(OC)cc3)nc3c(c(=O)c4ccccc4n3C)c2=O)cc1 | 103 | 7 | ? |
| CC1C2(C)OC(=N)C(C#N)(C(C)O2)C1(C#N)C#N (configuration not stated) | 105 | 4 | ? |
| CCN(CC)CCCNC(=O)/C=C/C(=O)O | 97 | 4 | ? |
| Cc1ccc(NC(=S)N(CCN(C)C)C(C)c2ccco2)c(C)c1 (configuration not stated) | 100 | 6 | ? |
| COc1ccc(/C=N/NC(=O)c2ccn[nH]2)cc1Cn1cc([N+](=O)[O-])cn1 | 98 | 9 | ? |
| O=C(CCC1CCCN(Cc2cccc(Cl)c2)C1)NCc1ccccc1F (configuration not stated) | 106 | 6 | ? |

(listing goes on)
| SMILES | RGS4-Gao reg | Avidin bead fluor | RGS7-Gao |
| --- | --- | --- | --- |
| CCCCC1=CC2=CC(=O)C(C)(OC(=O)CC)C(=O)C2=CN1Cc1ccccc1 (configuration not stated) | 104 | 9 | ? |
| Cc1ccc(S(=O)(=O)Nc2cc(=O)[nH]c(SCC(=O)Nc3cccc(C)c3)n2)cc1 | 97 | 5 | ? |
| CN(C)c1ccc(C2CC(=O)C=C(Nc3ccccc3N)C2)cc1 (configuration not stated) | 100 | 2 | ? |
| O=C(N=Nc1c(O)[nH]c2ccccc12)c1cc(-c2cccs2)[nH]n1 | 102 | 7 | ? |
| CCOC(=O)c1c(/N=C/c2ccc(C)cc2O)sc2c1CCN(C)C2 | 92 | 7 | ? |
| CCOC(=O)c1ccc(NC(=O)Nc2ccon2)cc1 | 103 | 7 | ? |
| Cc1nc(C(=O)NCc2ccccc2)sc1C1(C)CC(c2cccnc2)=NO1 (configuration not stated) | 99 | 8 | ? |
| COCCn1c(-c2ccc(F)cc2)nc2oc3cc(OC)ccc3c(=O)c2c1=O | 92 | 7 | ? |
| C[C@@H]1CC=C[C@H]2[C@H]1C(=O)N(Cc1ccccc1)[C@H]2c1ccc(F)c(-c2ccc(N(C)C)cc2)c1 | 98 | 7 | ? |
| Cc1ccc(F)cc1NC(=O)N1CCCN(C(=O)OC(C)(C)C)CC1 | 92 | 7 | ? |
| Cc1[nH]c2c([N+](=O)[O-])cccc2c1C | 97 | 6 | ? |
| CCNc1nc(Oc2ccc(C(=O)OC)cc2)nc(N2CCOCC2)n1 | 72 | 9 | ? |

Compounds from the list above that have an NH in an aromatic ring, in the order listed:
| SMILES | RGS4-Gao reg | Avidin bead fluor | RGS7-Gao |
| --- | --- | --- | --- |
| COc1ccc(C(=O)Nc2cccc(/C=C/c3nc4ccccc4c(=O)[nH]3)c2)cc1 | 100 | 8 | ? |
| FC(F)(F)c1nc(SCc2ccc(Cl)cc2Cl)n[nH]1 | 102 | 6 | ? |
| COc1ccc2c3c([nH]c2c1)C(C)N(C(C)=O)CC3 (configuration not stated) | 101 | 6 | ? |
| COc1ccc(/C=N/NC(=O)c2ccn[nH]2)cc1Cn1cc([N+](=O)[O-])cn1 | 98 | 9 | ? |
| Cc1ccc(S(=O)(=O)Nc2cc(=O)[nH]c(SCC(=O)Nc3cccc(C)c3)n2)cc1 | 97 | 5 | ? |
| O=C(N=Nc1c(O)[nH]c2ccccc12)c1cc(-c2cccs2)[nH]n1 | 102 | 7 | ? |
| Cc1[nH]c2c([N+](=O)[O-])cccc2c1C | 97 | 6 | ? |

(further entries)
| SMILES | RGS4-Gao reg | Avidin bead fluor | RGS7-Gao |
| --- | --- | --- | --- |
| Cc1nnc(SCC(=O)NC(=O)Nc2ccc3c(c2)OCCO3)n1N | 93 | 5 | ? |
| CSc1nc(N)n(-c2cc(C(F)(F)F)ccn2)n1 | 108 | 4 | ? |
| O=P(c1ccccc1)(c1ccccc1)C(O)c1ccccn1 (configuration not stated) | 89 | 5 | ? |
| O=c1c2nncn2c2cc(C(F)(F)F)ccc2n1CCNc1ncc(C(F)(F)F)cc1Cl | 99 | 6 | ? |
| CC(=O)Oc1ccccc1-n1c(C)nc(=O)c(-c2ccccc2)c1C | 100 | 4 | ? |
| CCc1ccc(C(=O)NNc2ccc(S(N)(=O)=O)cc2)cc1 | 100 | 5 | ? |
| CNn1cnc2ccsc2c1=O | 109 | 10 | ? |
| COc1ccc(C(=O)NCCc2cn3ccccc3n2)cc1 | 107 | 4 | ? |
| CC(NC(=O)C1CC1)C(c1cccs1)N1CCOCC1 (configuration not stated) | 99 | 8 | ? |
| O=c1ccc(-c2ccccc2)no1 | 119 | 11 | · |
| NNC(=O)c1nc(Cl)c(Cl)c(N)c1Cl | 97 | 6 | ? |
| CC1(c2ccc(Cl)cc2)NC(=S)N2C1NC(=S)N2c1ccccc1 (configuration not stated) | 94 | 8 | ? |
| Cc1c(C)c(C)c(CN2CCSCC2)c(C)c1C | 99 | 3 | ? |
| O=[N+]([O-])c1ccc2nc(-c3ccccn3)[nH]c2c1 | 90 | 5 | ? |
| O=C(O)c1ccc2c(c1)N(Cc1ccccc1)C(=O)c1ccccc1S2 | 100 | 6 | ? |
| c1ccc(-n2ncc3c(NC4CCCCCC4)ncnc32)cc1 | 98 | 12 | ? |
| COc1ccc(/C=C/C(=O)C2(O)CCCCC2)cc1 | 104 | 5 | ? |
| Cc1ccc(C(=O)Nc2ccccc2C(=O)N2CCCCCC2)cc1 | 99 | 12 | ? |
| Cc1cc(C)c(NC(=O)Cn2c([N+](=O)[O-])cnc2C)c(C)c1 | 106 | 20 | ? |
| COc1ccc(CCNC(=O)C(NC(=O)OCc2ccccc2)C(C)C)cc1OC (configuration not stated) | 102 | 3 | ? |
| Cc1cc(=O)oc2c3c(ccc12)OC/C3=N/N | 101 | 6 | ? |
| COc1ccc(N(CC(=O)NCCC2=CCCCC2)S(=O)(=O)c2c(C)[nH]c(=O)[nH]c2=O)cc1 | 102 | 9 | ? |
| COc1cc(C(CCN2CCN(c3ccccc3)CC2)c2c(OC)cc(OC)c3c(C)cc(=O)oc23)cc(OC)c1OC (configuration not stated) | 104 | 15 | ? |
| O=C(CNC(=O)C(c1ccccc1)c1ccccc1)N/N=C/c1ccc(O)cc1O | 92 | 4 | ? |
| CCOC(=O)N1CCN(Cc2c(O)ccc3ccccc23)CC1 | 110 | 6 | ? |
| Cc1cc(C)nc(S/C=C/C(=O)c2ccccc2)n1 | 93 | 6 | ? |
| COC(=O)c1cccc(NC(=O)Nc2ccc(Cl)cc2)c1 | 99 | 7 | ? |
| Cc1cc(N/N=C/c2cccc(Cl)c2)nc(-n2nc(C)cc2C)n1 | 100 | 7 | ? |
| CC(C)(CN1CCc2ccccc2C1)NS(=O)(=O)c1ccc(Cl)cc1 | 95 | 8 | ? |
| CC(C)(C)C(=O)NNC(=O)c1cnccn1 | 103 | 8 | ? |
| CSC(=O)NC(=O)NC(=O)c1ccc([N+](=O)[O-])cc1 | 103 | 15 | ? |
| COc1ccc(/C=N/NC(=S)Nc2ccccc2)cc1COc1ccc(Br)cc1 | 96 | 9 | ? |
| COc1ccc(-c2c(C#N)c(N)nc(Sc3ccc(Cl)cc3)c2C#N)cc1 | 97 | 6 | ? |
| O=C(Cn1c(O)c(N=NC(=O)c2ccncc2)c2ccccc21)Nc1ccccc1 | 104 | 4 | ? |
| COc1ccc(CCN2C(=NC(=O)C(C)C)SC3CS(=O)(=O)CC32)cc1OC (configuration not stated) | 96 | 7 | ? |
| O=C(CN1C(=O)COc2ccc(S(=O)(=O)N3CCOCC3)cc21)NCc1ccccn1 | 97 | 6 | ? |
| Cc1onc(-c2ccc(Cl)cc2Cl)c1C(=O)/C=C/N(C)C | 96 | 7 | ? |
| O=C(CC(c1ccccc1)c1cc(Cl)ccc1O)NCCN1CCOCC1 (configuration not stated) | 104 | 8 | ? |
| c1ccc(Sc2ncccn2)nc1 | 145 | 6 | ? |

Screens from PubChem BioAssay.
